Mtb RmlCD inh – M. tuberculosis RmlC/RmlD coupled enzyme inhibitors, primary screen, biochemical, compound mixtures, 384-well, from 1536-well plates; RmlC+RmlD coupled enzyme assay, percent inhibition; primary screen in compound mixtures; inhibition, % at 3.6 µM; 0.03% of 160,000 active; dTDP-4-dehydrorhamnose reductase (Mycobacterium tuberculosis (strain ATCC 25618 / H37Rv)) …; in the data active = inhibition mostly above about 34%, no sharp cut-off; also: some results filed as inactive read as strong as hits
Target sequence (P9WH09 whole entry, looked up): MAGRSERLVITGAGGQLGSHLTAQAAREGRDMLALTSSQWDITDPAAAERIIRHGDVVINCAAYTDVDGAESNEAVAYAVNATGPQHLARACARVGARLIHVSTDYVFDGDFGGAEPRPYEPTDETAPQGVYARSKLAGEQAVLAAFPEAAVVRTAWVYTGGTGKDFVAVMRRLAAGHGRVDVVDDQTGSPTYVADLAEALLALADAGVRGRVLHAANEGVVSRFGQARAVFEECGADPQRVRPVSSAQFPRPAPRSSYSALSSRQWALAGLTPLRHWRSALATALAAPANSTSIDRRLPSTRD
Target sequence (P9WH11 whole entry, looked up): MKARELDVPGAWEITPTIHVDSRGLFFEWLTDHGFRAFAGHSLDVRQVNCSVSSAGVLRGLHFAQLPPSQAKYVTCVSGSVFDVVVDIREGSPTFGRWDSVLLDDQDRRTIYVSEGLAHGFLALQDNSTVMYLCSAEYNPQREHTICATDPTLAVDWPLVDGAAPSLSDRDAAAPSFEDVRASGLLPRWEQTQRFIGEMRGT
GlmU inhibition – inhibition of mycobacterial GlmU enzyme – biochemical, glucosamine-1-phosphate acetyltransferase (AID 1376); inhibition, %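 (tested at 30 µM in the primary screen)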, or IC50 in µM where a hit was titrated; M. tuberculosis GlmU acetyltransferase enzyme assay; higher % means a stronger effect; 0.25% of 220,000 active; in the data active = inhibition above about 13%;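 also: 0% = complete reaction with vehicle and 100% = reaction without substrate; strong numbers were not always called active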
Numbers without * were called inactive; / = no result given.

structure	Mtb RmlCD inh	GlmU inhibition
CCOC(=O)c1ccc(NC(=O)CC2C(=O)N(c3ccc(F)cc3)C(=O)N2CCCOC)cc1 (stereo unspecified)	1	4.2%
Cc1noc2ncnc(Sc3c(Cl)cccc3Cl)c12	/	-2.7%
O=C(NC1CC1)c1ccc(CN(c2ccccc2)S(=O)(=O)c2ccccc2)cc1	1	-5.4%
CCCN1CCc2cccc3c2[C@H]1Cc1ccc(O)c(O)c1-3	/	0.3%
c1cc2c(cc1C1=Nn3c(nnc3C3CCCCC3)SC1)OCO2	-8	-1.2%
CC1=NN(C(N)=S)C(=O)C1N=Nc1cccc2ccccc12 (stereo unspecified)	-10	-1.2%
O=C(Nc1nnc(CC(c2ccccc2)c2ccccc2)s1)c1ccco1	/	0.8%
O=C(/C=C/NCC(=O)c1ccccc1)c1ccc(Br)cc1	7	-5.6%
N#CC1=C(N)Oc2n[nH]c(-c3cccs3)c2C1c1ccccc1C(=O)O (stereo unspecified)	-8	1.3%
Fc1cccc(/C=N/Nc2ccc3ccccc3n2)c1	11	1.3%
O=C(N/N=C/c1ccc(OCc2ccccc2)cc1)c1cccs1	/	-2.7%
COc1c(Br)cc2c(C)c(C(=O)O)oc2c1Br	-6	8.9%

As a short view, part of the list above:
structure	Mtb RmlCD inh	GlmU inhibition
O=C(N/N=C/c1ccc(OCc2ccccc2)cc1)c1cccs1	/	-2.7%
COc1c(Br)cc2c(C)c(C(=O)O)oc2c1Br	-6	8.9%

(list continues)
structure	Mtb RmlCD inh	GlmU inhibition
Cc1nc2ccc(C(=O)OCc3ccccc3Br)cc2nc1C	/	6.4%
C=CCN1C(=O)CC(C(=O)NC)SC1=Nc1ccc(C(=O)OCC)cc1 (stereo unspecified)	-10	6.2%
COc1cccc(C2CC(=O)Nc3cc4c(cc32)CCC4)c1 (stereo unspecified)	-9	4.2%
CCOC(=O)c1c(C)n(O)c2ccc(Cl)cc2c1=O	2	5.6%
Cc1ccc(S(=O)(=O)Oc2ccccc2/C=N/NC(=O)c2nn(C)cc2[N+](=O)[O-])cc1	-5	0.9%
COc1ccc(S(=O)(=O)N(C)Cc2cccs2)cc1Br	-7	-1.4%
Cc1nn2c(CN(C(=O)COc3ccccc3)c3ccccc3)nnc2c2ccccc12	-12	3.0%
Cc1ccc2c(c1)N(CCC(=O)N1CCC3(CC1)OCCO3)C(=O)C(C)O2 (stereo unspecified)	11	0.7%
CN(C)Cc1nc2ccccc2c(=O)n1CC(=O)Nc1cccc(S(=O)(=O)N2CCOCC2)c1	11	1.8%
C=CCn1c(SCc2ccccc2C#N)nnc1-c1cc(Br)ccc1O	/	6.5%
O=C(CSc1nnnn1-c1ccccc1)N1CCc2ccccc2C1	/	-4.8%
COc1ccc(N2C(=O)C3CCCN3C2c2cccc(C)c2)cc1Cl (stereo unspecified)	5	1.8%

Later entries.
structure	Mtb RmlCD inh	GlmU inhibition
COc1cc(CO)cc(Br)c1OCC(=O)Nc1cccc2ccccc12	10	1.0%
COc1ccc(S(=O)(=O)N(CC(=O)NCc2cccnc2)Cc2ccccc2)cc1	-3	2.1%
O=C(Nc1ccccc1Sc1ccccc1)c1ccccc1	-3	0.6%
CC(C)CC(O)(CC(C)C)C(=O)NNc1ccccc1	/	2.4%
CCCn1c(N2CCN(CC(=O)c3c(C)n(C)c4ccccc34)CC2)nc2c1c(=O)[nH]c(=O)n2C	-11	1.5%
COc1cccc(NC(=O)CSc2nc3ccccc3cc2Cc2ccccc2)c1	/	-5.1%
COc1ccccc1N1CCN(C2CCN(C(=O)c3cccs3)CC2)CC1	/	5.8%
CS(=O)(=O)Oc1ccc(/C=N/NC(=O)c2ccncc2)cc1	11	7.5%
CC(=NCc1ccncc1)C1=C(O)c2ccccc2C1=O	/	2.5%
CN(C)c1cc[n+](CC(=O)Nc2ccc(Oc3ccccc3)cc2)cc1	-18	-4.6%
CC(C)CC1=NC(C(F)(F)F)(C(F)(F)F)c2c(n(CC(C)C)c(=O)[nH]c2=O)N1	14	3.6%
N#Cc1ccc(N/N=C/c2ccccc2)c([N+](=O)[O-])c1	8	3.7%

Next section:
structure	Mtb RmlCD inh	GlmU inhibition
CN(C)S(=O)(=O)c1cccc(NC(=O)c2cc(-c3cccs3)nn2-c2ccccc2)c1	/	0.0%
c1ccc(-c2nc(CSc3n[nH]c(-c4cccs4)n3)cs2)cc1	6	-0.8%
O=C(Nc1ccccn1)NC1CCCCC1	-5	2.0%
CCOC(=O)C1(C)NC(c2ccc(N(C)C)cc2)C2C(=O)N(c3ccc(OC)cc3)C(=O)C21 (stereo unspecified)	/	2.1%
Cc1onc(-c2c(F)cccc2Cl)c1C(=O)Nc1sc2c(c1C#N)CCC(C(C)(C)C)C2 (stereo unspecified)	/	5.1%
Oc1ccc(N2CCN(c3nnnn3-c3ccccc3)CC2)cc1	7	-5.9%
O=C(O)CNS(=O)(=O)c1ccc2[nH]c(=O)c(=O)[nH]c2c1	-18	-5.7%
Cc1cccc(-c2c3c(=O)n(C)c(=O)n(C)c3cn2CC2CCCO2)c1 (stereo unspecified)	/	0.2%
Cc1ccc(S(=O)(=O)C2(C(=O)Nc3nccs3)CC2)cc1	-9	4.2%
CCNC(=S)N1CCN(CCN=CC2=C(O)CC(C)(C)CC2=O)CC1	8	-1.4%
COc1ccc(C2CC(=O)c3c(O)cc(O)cc3O2)c(CC=C(C)C)c1OC (stereo unspecified)	/	1.6%
O=C(CCC1CCCC1)Nc1ccc(OCC(=O)N2CCOCC2)cc1	/	-7.2%

The list continues.
structure	Mtb RmlCD inh	GlmU inhibition
CCOC(=O)c1sc(NC(=O)C2CCC2)cc1C	10	-1.7%
COc1cc(S(=O)(=O)Nc2cccc(C)c2)ccc1NC(=O)c1ccncc1	5	-0.4%
CCn1c(O)c(/C=C2\C=NN=C2c2ccc(C)cc2)sc1=S	/	0.1%
COc1ccc(N(C(C)C(=O)N/N=C/c2cc(Br)c(C)o2)S(C)(=O)=O)cc1 (stereo unspecified)	3	-2.1%
O=C(Nc1cc(S(=O)(=O)N2CCOCC2)ccc1N1CCOCC1)c1cc2c(s1)CCC2	13	-0.6%
O=C(CCCCCn1c(=O)[nH]c2ccsc2c1=O)N1CCCCC1	-14	1.9%
CCN(c1ccccc1)S(=O)(=O)c1ccc(Cl)c(NC(=O)COC(=O)c2cccc(OC)c2O)c1	/	1.5%
O=C1c2cnc3nc(SCc4cccc(Cl)c4)nn3c2CC2c3ccccc3CCN12 (stereo unspecified)	-13	-1.3%
S=C(NCCc1c[nH]c2ccccc12)NC1CCCC1	12	0.2%
O=C(NCCN1CCOCC1)/C(=C\c1ccc(Br)cc1)NC(=O)c1cccs1	8	2.4%
CCN(CC)c1nc(C)c(C(=S)Nc2cc([N+](=O)[O-])ccc2Cl)s1	5	-2.0%
COc1ccc(-c2nc(Cn3c(SCc4cccc(F)c4)nc4ccncc43)c(C)o2)cc1OC	5	0.1%

Later entries
structure	Mtb RmlCD inh	GlmU inhibition
CCCCN=C1NN=C(c2cc3ccccc3o2)CS1	3	1.8%
COc1cc(/C=N/NC(N)=O)ccc1OC(=O)c1cccs1	/	-5.2%
Cc1c(/C=N\NC(=O)C2(C)CC2(Cl)Cl)cnn1C (stereo unspecified)	/	3.4%
Cc1cccc(-c2n[nH]c(=S)n2-c2ccccc2)c1[N+](=O)[O-]	/	1.0%
NC(=O)C1=C[C@H](c2coc3ccccc3c2=O)C[C@H](OCCCCO)O1	/	0.7%
COC(=O)C1CCN(C(=O)CSc2ccccc2)CC1	-11	0.4%
CCOc1nc(Nc2ccc([N+](=O)[O-])cc2)nc(NC(C)(C)C)n1	0	8.6%
Cc1nn(C)c(C)c1CN(C)S(=O)(=O)c1ccc2ccccc2c1	/	0.8%
Cc1cc(C(=O)N/N=C2\CC(=O)c3ccccc32)c(C)n1-c1ccccc1	/	-8.1%
COc1ccc(NC(=O)CCc2ccccc2)cc1NC(=O)c1ccco1	/	-1.5%
CSc1nnc(-c2ccc([N+](=O)[O-])cc2)o1	-8	3.4%
Cc1ccc(S(=O)(=O)NCC(=O)N(CC(=O)NCC2CCCO2)Cc2ccco2)cc1 (stereo unspecified)	-2	3.1%

One compound at a time, as listed above. Order of values: Mtb RmlCD inh | GlmU inhibition
`CN(C)c1cc[n+](CC(=O)Nc2ccc(Oc3ccccc3)cc2)cc1` in the list: -18 | -4.6%
`O=C(NC1CC1)c1ccc(CN(c2ccccc2)S(=O)(=O)c2ccccc2)cc1` in the list: 1 | -5.4%
`c1cc2c(cc1C1=Nn3c(nnc3C3CCCCC3)SC1)OCO2` in the list: -8 | -1.2%
`COc1ccc(N(C(C)C(=O)N/N=C/c2cc(Br)c(C)o2)S(C)(=O)=O)cc1` (stereo unspecified) in the list: 3 | -2.1%
`COc1ccc(S(=O)(=O)N(CC(=O)NCc2cccnc2)Cc2ccccc2)cc1` in the list: -3 | 2.1%

Carrying on.
structure	Mtb RmlCD inh	GlmU inhibition
COCCCNC(=S)Nc1c(C)cc(C)cc1C	2	-6.5%
CC(Sc1cnc2ccccc2n1)C(=O)O (stereo unspecified)	-1	-2.0%
Cc1cc(C)c(NC(=O)C2c3ccccc3Oc3ccccc32)c(C)c1	-4	-3.7%
Cc1ccc(SCCC(=O)OCC(=O)Nc2ncc(Cl)cc2Cl)cc1	/	-3.3%
c1ccc2sc(Sc3ncnc4sccc34)nc2c1	-10	1.1%
NC(=O)c1ccccc1NS(=O)(=O)Cc1ccc(Cl)cc1	5	1.2%
CCOC1CCc2c(C)nc(N)nc2S1 (stereo unspecified)	2	-2.8%
CCc1c(C)nc2ncnn2c1Nc1ccc(C(C)=O)cc1	/	1.6%
CC(C)C(CCN1C(=O)CCC1=O)C1CCOC(C)(C)C1 (stereo unspecified)	-4	-0.8%
CCCC(=O)C1CCN(Cc2ccccc2)CC1	-4	4.8%
CCn1c(=O)n(CC)c2cc(S(=O)(=O)N3CCCCC3)c(C)cc21	8	1.6%
Cc1cc(C(=O)NC2CC2)c2ccccc2n1	-5	2.1%

Next compounds:
structure	Mtb RmlCD inh	GlmU inhibition
CC(C)C(=O)Nc1cc(S(=O)(=O)Nc2ccc(Cl)cc2)ccc1Cl	-8	2.3%
Cn1c(=O)c(C(=O)COc2ccc(F)cc2Cl)c(N)n(Cc2ccccc2)c1=O	9	-0.3%
CCOc1cc(C2C(C(=O)c3ccc(C)o3)=C(O)C(=O)N2CCc2ccccc2)ccc1O (stereo unspecified)	4	5.6%
CCn1c(SCC(=O)NCc2ccco2)nc2c1c(=O)n(C)c(=O)n2C	/	-0.6%
Cc1nc2nc(-c3ccc(Cl)cc3)[nH]n2c(=O)c1Cc1ccccc1	/	1.5%
Nc1nonc1OCCc1ccccc1	1	0.2%
O=C(NC1CC1)C1=C[C@@H](c2ccccc2)C[C@@H](OCc2ccc(CO)cc2)O1	/	7.2%
CC1(C)CC(=O)C/C(=N\NC(=O)C2CC2c2ccccc2)C1 (stereo unspecified)	-10	1.0%
N=C(N)Sc1nc(N2CCCCC2)nc(N2CCCCC2)n1	-7	2.1%
Cc1cccc(C)c1NC(=O)NCCSc1snnc1C	1	-2.1%
O=C1OCC2=C1C(c1ccc(Cl)cc1)CC(=O)N2c1ccc(F)cc1 (stereo unspecified)	5	3.3%
CC(=O)NCC(=O)OC(C(=O)c1ccccc1)c1ccc(Cl)cc1 (stereo unspecified)	/	8.0%

Next section
structure	Mtb RmlCD inh	GlmU inhibition
CC1(C)CC(=O)c2cc(C(=O)NCc3ccco3)c(=O)n(-c3ccccc3)c2C1	/	-0.1%
COc1ccc(NC(=S)N/C(=N/CS(=O)(=O)c2ccccc2)c2ccccc2)cc1	/	1.1%
Cc1cc(C)c(S(=O)(=O)NCC(=O)NCc2ccco2)c(C)c1	-8	/
CCOC(=O)c1ccc(NC(=O)CSc2nnc(-c3cccs3)n2CC)cc1	-10	7.8%
O=C1c2cccnc2C(=O)N1c1cccc(-c2nc3ccccc3o2)c1	-3	1.7%
COCCOC(=O)c1c(C)oc2ccc(O)c(CN3CCC(C)CC3)c12	/	-6.2%
CCCCC1CC1C(=O)Nc1ncc2c(n1)CC(C)(C)CC2=O (stereo unspecified)	10	-2.5%
NS(=O)(=O)c1cccc(NC(=S)NCc2ccccc2)c1	-2	5.4%
O=C(Nc1ccc(SC(F)F)cc1)c1ccc2nccnc2c1	-6	3.4%
CCn1cc(CNC(=O)c2cc([N+](=O)[O-])c(C)c([N+](=O)[O-])c2)cn1	4	1.5%
C=CCNC(=O)CN1CCC(n2nnc3cc(C(F)(F)F)ccc32)CC1	32	1.6%
O=C(Nc1cc(S(=O)(=O)N2CCOCC2)ccc1O)c1ccc2c(c1)S(=O)(=O)c1ccccc1C2=O	9	4.5%

Additional structures follow:
structure	Mtb RmlCD inh	GlmU inhibition
CN(C)C(=O)N1CCN(C(=O)c2ccco2)CC1	5	1.6%
Cc1ccc(NC(=O)C2c3ccccc3Oc3ccccc32)c(C)c1	-1	-3.0%
N/C(=N\OC(=O)COc1ccccc1Cl)c1ccccn1	3	3.6%
COc1ccc(C2OC(=O)CC2C(=O)NCc2ccc(F)cc2)cc1OC (stereo unspecified)	8	-4.4%
Cc1cccc(OCC(O)Cn2c(=N)n(Cc3ccccc3)c3ccccc32)c1 (stereo unspecified)	16	-5.0%
O=C1OC(/C(=C\Nc2cc(Cl)ccc2O)[N+](=O)[O-])c2ccccc21 (stereo unspecified)	6	-3.1%
CC(NC(=O)C(C)(C)C)C(c1cccs1)N1CCN(Cc2ccccc2)CC1 (stereo unspecified)	9	-0.3%
COC(=O)/C(C#N)=C/c1c(Oc2cc(C)cc(C)c2)nc2c(C)cccn2c1=O	4	1.1%

Only part of the results is shown; count on the stated rates, not on these rows.
